Screens deposited in PubChem BioAssay by National Center for Advancing Translational Sciences (NCATS).
GLS inh: inhibitors of human glutaminase (GLS); Potency, µM (series often up to 45.5 µM), for inactives: top-dose activity change, negative = inhibition, actives largely listed as inhibitors; GLS enzymatic activity, qHTS titration; 410,000 tested, 0.21% active; AID 624170; O94925; active = well fitted inhibition curve with a large enough effect; inconclusive = small, poorly fitted or top-dose-only effect, or another doubt; inactive = no such curve, though single readings can be large or run the other way; note: potency is the fitted concentration of half-maximal effect
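Enzyme dispensed in phosphate buffer (45 mM, pH 8.2, 0.02% Tween-20), compounds pinned in, then 1 mM L-glutamine solution and the glutamate oxidase–HRP–Amplex Red mix added; fluorescence read immediately and again after 30 min at room temperature.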
PI4K2A inh: blocks human PI4K2A kinase activity; Q9BTU6; purified PI4K2A, ADP-Glo luminescence, 1 h; active compounds read low; activity change, negative = inhibition, % at 76.9 µM; 420,000 tested, 0.13% active; in the data active = activity change below about -50%; inconclusive = mostly about -30% to -49%;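 note: -100% = wells without enzyme as full effect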
Target sequence (Q9BTU6 whole entry, looked up): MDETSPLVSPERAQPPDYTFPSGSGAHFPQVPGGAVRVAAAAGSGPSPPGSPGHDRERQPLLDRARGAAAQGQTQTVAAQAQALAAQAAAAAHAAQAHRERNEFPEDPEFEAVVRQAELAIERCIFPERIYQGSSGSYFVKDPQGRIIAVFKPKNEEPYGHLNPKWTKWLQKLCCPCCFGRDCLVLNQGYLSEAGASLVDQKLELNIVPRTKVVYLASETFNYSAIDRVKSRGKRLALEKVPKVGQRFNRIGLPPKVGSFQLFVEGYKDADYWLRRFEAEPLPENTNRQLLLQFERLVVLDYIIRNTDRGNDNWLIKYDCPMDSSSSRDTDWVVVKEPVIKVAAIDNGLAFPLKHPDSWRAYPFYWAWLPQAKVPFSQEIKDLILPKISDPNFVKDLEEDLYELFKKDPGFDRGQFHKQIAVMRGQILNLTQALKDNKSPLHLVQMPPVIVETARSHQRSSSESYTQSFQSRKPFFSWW
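Compounds are screened against recombinant PI4K2A using PI as substrate and ATP, the latter dispensed at 300 microM. Reactions run one hour at ambient temperature before ADP-Glo detection; full inhibition defined by wells lacking enzyme.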
* marks the source's active call; other numbers are inactive results; ? = inconclusive; [ ] = dose if it differs, or a comment. Unless noted, % is set by controls: 0 for no effect and ±100 for the full control effect.

SMILES	GLS inh	PI4K2A inh
CCCC(=O)N1CCC1(C)C(=O)Nc1ccc2scnc2c1 (stereo unspecified)	7%	1
CCc1nc2c(OCc3ccc(C(=O)OC)cc3)cccn2c1N(C)C(=O)c1ccc(C)cc1	9%	2
O=C(c1[nH]c(C(F)(F)F)nc1-c1ccccc1)N1CCN(c2ccccc2)CC1	35%[activator]	2
C[C@@H]1COc2cc(N3CCC[C@@H]3CO)ccc2S(=O)(=O)N1	9%	1
O=C(NCCO)c1ccc(-c2cnc3cccnn23)cc1	-1%	-1
C=C1C(=O)[C@]23C[C@H]1CC[C@H]2[C@]1(C)[C@@H](O)CC[C@@](C)(C(=O)O)[C@H]1C[C@@H]3O	-2%	-22
COCCNC(=O)c1cc2c(c(-c3cccc(C#CC(C)(C)O)c3)n1)[C@@H](CCO)N(S(=O)C(C)(C)C)C2 (stereo partly specified)	-1%	-4
COc1ccc(OCCNC(=O)c2ccc3nc(C)c(N(C)Cc4ccc(NC(C)=O)cc4)n3c2)cc1	26%	-1
Cc1ccc(-c2cnc(C(O)c3cccc(C)c3C)[nH]2)cc1 (stereo unspecified)	3%	1
CC(C)c1ccc(C(=O)N2CCCC(c3cc(C(=O)Nc4ccccc4Cl)no3)C2)cc1 (stereo unspecified)	-5%	-10
Cc1cc(C)cc(Cn2c3ccc(NC(=S)NCc4ccccc4F)cc3c(=O)n2C)c1	8%	3
CCc1nc2ccc(C(=O)N(CC)CCN(C)C)cn2c1N(C=O)CCC(C)C	10%	-2
CCOC(=O)[C@]12CCCC=C1N(Cc1ccc3c(c1)OCO3)C(=O)[C@H](CC(=O)NCCC(C)C)C2	2%	1
CCc1nc2ccc(C(=O)N3CCCC(C(N)=O)C3)cn2c1N(CCC(C)C)CCN(C)C (stereo unspecified)	22%	0
Cn1c(NCCN2CCCC2)nc2cc(-c3ccccc3)sc2c1=O	-2%	4
CCc1nc2ccc(C(=O)NCCCN3CCCC3=O)cn2c1N(C)C(=O)COc1ccccc1	1%	-4
CC1(C(=O)O)CCN1C(=O)/C=C/c1ccccc1 (stereo unspecified)	8%	2
Cc1ccc(Cc2c(-c3ccccc3)nc3c(Cl)cc(C(F)(F)F)cn23)cc1	2%	-1
Cc1c(C(=O)NCc2ccc3c(c2)OCCO3)sc(=O)n1Cc1ccc(S(=O)(=O)N(C)C)cc1	-17%	3
CCOC(=O)[C@]12CCCC=C1N(Cc1ccc3c(c1)OCO3)C(=O)[C@H](CC(=O)NCCCOC)C2	16%	-7
CC1(C(=O)NS(=O)(=O)c2ccccc2Cl)CCN1C(=O)CC(c1ccccc1)c1ccccc1 (stereo unspecified)	2%	-3
CC1(C(=O)NCCc2ccccc2)Cc2c(-c3ccc4c(c3)OCO4)ccnc2O1 (stereo unspecified)	0%	-2
Cc1ccc(-c2cnc(C(O)c3cc(F)cc(Cl)c3)[nH]2)cc1 (stereo unspecified)	2%	2
Cc1ccc(CN2CCCC2(C)C(=O)NC(C)C)cc1 (stereo unspecified)	12%	2
CCN1CCCC1=O	-1%	3
Nc1ncnc2c1ncn2[C@@H]1O[C@H](CCC(=O)NCc2ccccc2)[C@@H](O)[C@H]1O	-7%	-11
CCOC(=O)[C@]12CCC=C1N(Cc1ccc(Cl)cc1Cl)C(=O)[C@H](CC(=O)NCc1ccc(OC)c(OC)c1)C2	-8%	0
CC1(C(=O)Nc2cccc(Oc3ccccc3)c2)Cc2c(-c3ccccc3)ccnc2O1 (stereo unspecified)	3%	-3
COc1cccc(NC(=O)C2(C)CCN2CC2CCCCC2)c1 (stereo unspecified)	11%	0
Cc1cc(C)n2c(NC3CCCCC3)c(CC(C)C)nc2n1	2%	-3

Some of the entries so far, with values under each structure:
Results follow in this order: GLS inh | PI4K2A inh
COCCNC(=O)c1cc2c(c(-c3cccc(C#CC(C)(C)O)c3)n1)[C@@H](CCO)N(S(=O)C(C)(C)C)C2 (stereo partly specified)
 : -1% | -4
COc1ccc(OCCNC(=O)c2ccc3nc(C)c(N(C)Cc4ccc(NC(C)=O)cc4)n3c2)cc1
 : 26% | -1
Cc1ccc(-c2cnc(C(O)c3cccc(C)c3C)[nH]2)cc1 (stereo unspecified)
 : 3% | 1
CC(C)c1ccc(C(=O)N2CCCC(c3cc(C(=O)Nc4ccccc4Cl)no3)C2)cc1 (stereo unspecified)
 : -5% | -10
Cc1cc(C)cc(Cn2c3ccc(NC(=S)NCc4ccccc4F)cc3c(=O)n2C)c1
 : 8% | 3
CCc1nc2ccc(C(=O)N(CC)CCN(C)C)cn2c1N(C=O)CCC(C)C
 : 10% | -2
CCOC(=O)[C@]12CCCC=C1N(Cc1ccc3c(c1)OCO3)C(=O)[C@H](CC(=O)NCCC(C)C)C2
 : 2% | 1
CCc1nc2ccc(C(=O)N3CCCC(C(N)=O)C3)cn2c1N(CCC(C)C)CCN(C)C (stereo unspecified)
 : 22% | 0
Cn1c(NCCN2CCCC2)nc2cc(-c3ccccc3)sc2c1=O
 : -2% | 4
CCc1nc2ccc(C(=O)NCCCN3CCCC3=O)cn2c1N(C)C(=O)COc1ccccc1
 : 1% | -4
CC1(C(=O)O)CCN1C(=O)/C=C/c1ccccc1 (stereo unspecified)
 : 8% | 2
Cc1ccc(Cc2c(-c3ccccc3)nc3c(Cl)cc(C(F)(F)F)cn23)cc1
 : 2% | -1
Cc1c(C(=O)NCc2ccc3c(c2)OCCO3)sc(=O)n1Cc1ccc(S(=O)(=O)N(C)C)cc1
 : -17% | 3
CCOC(=O)[C@]12CCCC=C1N(Cc1ccc3c(c1)OCO3)C(=O)[C@H](CC(=O)NCCCOC)C2
 : 16% | -7
CC1(C(=O)NS(=O)(=O)c2ccccc2Cl)CCN1C(=O)CC(c1ccccc1)c1ccccc1 (stereo unspecified)
 : 2% | -3
CC1(C(=O)NCCc2ccccc2)Cc2c(-c3ccc4c(c3)OCO4)ccnc2O1 (stereo unspecified)
 : 0% | -2
Cc1ccc(-c2cnc(C(O)c3cc(F)cc(Cl)c3)[nH]2)cc1 (stereo unspecified)
 : 2% | 2
Cc1ccc(CN2CCCC2(C)C(=O)NC(C)C)cc1 (stereo unspecified)
 : 12% | 2
CCN1CCCC1=O
 : -1% | 3
Nc1ncnc2c1ncn2[C@@H]1O[C@H](CCC(=O)NCc2ccccc2)[C@@H](O)[C@H]1O
 : -7% | -11
CCOC(=O)[C@]12CCC=C1N(Cc1ccc(Cl)cc1Cl)C(=O)[C@H](CC(=O)NCc1ccc(OC)c(OC)c1)C2
 : -8% | 0

Next entries.
SMILES	GLS inh	PI4K2A inh
COC(=O)C1(C(=O)OC)C/C=C\CN(S(=O)(=O)c2ccccc2[N+](=O)[O-])CC1	-4%	0
CC(=NOC(=O)c1ccc(I)cc1)c1nccs1	-4%	-6
COc1cc2oc(=O)cc(CN3CCCCC3)c2cc1Cl	16%	-2
CCC(CC)C(=O)N(C)c1c(C)nc2c(OCc3ccc(Cl)cc3)cccn12	-4%	-3
CC(=O)c1cccc(-c2ccnc3c2CC(C(=O)NCc2ccc(N4CCN(C)CC4)cc2)O3)c1 (stereo unspecified)	28%	-4
CC1(C(=O)Nc2ccc3nc[nH]c3c2)CCN1C(=O)CCc1ccccc1 (stereo unspecified)	4%	5
CCCCCCCCN1C(=O)[C@H](CC(=O)NCCc2ccccc2OC)C[C@@]2(C(=O)OCC)CCCC=C12	-5%	-1
COc1cccc(-c2oc3c(c2C#CC2(N)CCCCC2)C(O)CCC3)c1 (stereo unspecified)	?	0
OC(Cc1ccccc1Br)c1ncc(-c2cccc(C(F)(F)F)c2)[nH]1 (stereo unspecified)	1%	-4
COc1ccccc1C(NC(=O)C1CCN(CCOc2ccccc2)CC1)c1ccccn1 (stereo unspecified)	0%	-5
CCCCNC(=O)C1(C)CCN1C(=O)c1ccc2c(c1)C(C)(C)CCC2(C)C (stereo unspecified)	17%	-1
COc1ccc(C(O)c2nc(-c3ccc(OC)nc3)cs2)cc1 (stereo unspecified)	3%	2
CN(C)c1ccc2c(=O)c3ccccc3oc2n1	0%	-6
COc1ccccc1CNC(=O)C1(C)CCN1C(=O)Cc1ccc(-c2ccccc2)cc1 (stereo unspecified)	8%	3
CCOC(=O)[C@]12CCC=C1N(Cc1ccccc1)C(=O)[C@H](CC(=O)NCc1ccc(C)o1)C2	-21%	-15

Record cards, as listed above.
CC1(C(=O)O)CCN1C(=O)/C=C/c1ccccc1 (stereo unspecified) as listed: GLS inh: 8%; PI4K2A inh: 2
O=C(NCCO)c1ccc(-c2cnc3cccnn23)cc1 as listed: GLS inh: -1%; PI4K2A inh: -1

The listing continues:
SMILES	GLS inh	PI4K2A inh
CCC(C)C(NC(=O)C(Cc1ccc(O)cc1)NC(=O)OCc1ccccc1)C(=O)OC (stereo unspecified)	-10%	2
Cc1ccc(F)c(S(=O)(=O)NC(=O)C2(C)CCN2C(=O)CCC2CCCC2)c1 (stereo unspecified)	-4%	5
CCCCn1nnnc1C(C1CC1)N1CCN(C/C=C/c2ccccc2)CC1 (stereo unspecified)	7%	4
O=C(NC(c1ccc(-c2ccccc2)cc1)c1cnccn1)C1CCN(CCCOc2ccccc2)CC1 (stereo unspecified)	-4%	4
Cc1ccc(NC(=O)C2(C)CCCN2C)cc1C (stereo unspecified)	12%	-4
COc1ccc(CCNC(=O)c2cc3cc(Cl)ccc3nc2N)cc1OC	1%	-2
CCCC(=O)N1CCC1(C)C(=O)Nc1scc(C)c1C#N (stereo unspecified)	17%	1
O=C(NCc1cccc(Cl)c1)c1ccc(-n2ccnc2)c2ccoc12	4%	-15
CC1(C(=O)NCc2ccncc2)Cc2c(-c3cccc(C(F)(F)F)c3)ccnc2O1 (stereo unspecified)	-6%	6
COc1ccc(CN2C[C@@H](CO)O[C@@H](n3cnc4c(NCCO)ncnc43)C2)cc1	-1%	-4
CN(C)CCNC(=O)c1cccc(-c2cnc3c(NC=O)cc(/C=C/c4ccccc4)cn23)c1	-7%	-3
CCc1ccc2c(c1)NC(=O)C2(C)Cc1ccc(Cl)cc1 (stereo unspecified)	-2%	-4
COC(=O)c1ccc(CN2C(=O)C(C)ON=C2c2ncccc2C)o1 (stereo unspecified)	2%	-2
CC(C)(C)c1ccc(CC(=O)N2CCC2(C)C(=O)Nc2ccc(F)cc2F)cc1 (stereo unspecified)	2%	0
COc1ccc(NC(=O)C2Cc3c(-c4ccc(NC(C)=O)cc4)ccnc3O2)cc1 (stereo unspecified)	0%	1
COc1ccc(NC(=O)c2cc(C3CCCCN3C(=O)c3ccc(C#N)cc3)on2)c(C)c1 (stereo unspecified)	10%	-4
CC(C)C[C@H]1CN(CCCC[C@H]2CNC(=O)C(=O)N2CC2CCCCC2)C(=O)C(=O)N1CCc1ccccc1	3%	-2
COc1ccc(-c2cc(NC=O)c3ncc(-c4cccc(C(=O)N(C)C)c4)n3c2)cn1	-2%	-9
Cc1c(C(=O)NCc2cccc(Cl)c2)sc(=O)n1Cc1ccc(F)cc1	-5%	0
Cc1ccccc1-c1cc2c(c3c1ccn3C)C1CCC2O1 (stereo unspecified)	-19%	1
Nc1ncnc2c1ncn2[C@@H]1O[C@H](C(=O)Nc2cc(C(F)(F)F)cc(C(F)(F)F)c2)[C@@H](O)[C@H]1O	-2%	-2
COc1ccccc1-c1cnc(C(O)c2ccc(Cl)c(F)c2)[nH]1 (stereo unspecified)	0%	-2
COc1ccc(Cc2c(-c3cccc(Cl)c3)nc3cc(C)c(Br)c(C)n23)c(C)c1	-2%	1
Cc1ccc(F)c(S(=O)(=O)NC(=O)C2(C)CCN2C(=O)c2sccc2C)c1 (stereo unspecified)	6%	-7
CC1(C(=O)NS(=O)(=O)c2cccs2)CCN1C(=O)CCc1ccc(Cl)cc1Cl (stereo unspecified)	6%	-2
CN(C)CCCNC(=O)c1cccc(-c2ccc3nccn3c2)c1	-2%	-16
CCOC(=O)C1CCCN(C(=O)c2cccc(OC(F)(F)F)c2)CC1 (stereo unspecified)	-1%	-14
CSc1nc(COC(=O)NC(C)C)c(COC(=O)NC(C)C)n1Cc1ccccc1	-9%	-1
COc1ccc(-c2ccc(C(=O)Nc3ccc(Cl)cc3)c3occc23)c(C)c1	-4%	-10
CC1(C(=O)Nc2ccc(Cl)c(Cl)c2)CCN1C(=O)C1CCCCC1 (stereo unspecified)	2%	-1
COc1ccccc1C(=O)N1CCN(C(=O)[C@H]2O[C@@H](n3ccc(=O)[nH]c3=O)[C@H](O)[C@@H]2O)CC1	-1%	-13
CCCNC(=O)C1(C)CCCN(Cc2ccccc2Cl)C1 (stereo unspecified)	1%	3
CCOC(=O)c1ccc(-c2ccc(N3C(c4ccsc4)=Cc4ccc(F)cc4C3c3c[nH]c4ccc(C#N)cc34)cc2)cc1F (stereo unspecified)	0%	-2

This is a subset; count on the stated rates, not on these rows.
